CCT chaperon mod – cytosolic chaperonin activity modulation; purified chaperonin ATPase assay, HTRF ADP detection, 30 min; activity change, % (concentration not given with the values), hits read low; hit rate 0.3% among 360,000; in the data active means activity change below about -30%; further: on the % scale 0 is the no-effect control and ±100 the full control effect
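We incubate TRiC, 40 or 20 nM final, with library compounds at 76 uM and 10 uM ATP for 30 min at 37 °C. ADP formed is detected with Transcreener HTRF reagents after 30 min at room temperature.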
EPAC2 ag – EPAC2 (human) agonism. Q8WZA2. EPAC2 activation, biochemical qHTS; response scale: 100% = 6.5 mM cAMP response. Potency, µM (highest dose often 154 µM), for the others: at the highest dose activation, most hits filed as activators. hit rate 0.079% among 360,000; further: potency means the concentration at half of the fitted maximal effect; nearly all actives have a fitted effect of over 50% in size
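In this primary screen, activation is scored as increased exchange of BODIPY-GDP from Rap1B by 100 nM EPAC2, with 50 uM GDP as competitor. Signal is normalized to the 6.5 mM cAMP agonist control.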
EPAC2 antagonist – EPAC2 (human) antagonism; Q8WZA2; EPAC2 GEF exchange of Rap1B-BODIPY-GDP, fluorescence; Potency, µM (series often up to 114 µM), for inactives: top-dose activity, negative = inhibition, hits mostly inhibitors; hit rate 0.18% among 360,000; further: potency means the concentration at half of the fitted maximal effect; on the % scale 0 is the no-effect control and ±100 the full control effect; nearly all actives have a fitted effect of over 45% in size; many of its hits are not listed in these tables
D3 antag – blocks the human D3 dopamine receptor | hit rate 2.5% among 360,000 | P35462 | max response, negative = inhibition, % | D3R cells, DiscoveRx beta-arrestin luminescence, antagonist mode; active compounds read low; in the data active means max response below about -50%; inconclusive means no clear call, values can overlap the other calls; further: on the % scale 0 is the no-effect control and ±100 the full control effect; mostly tested at two doses, the higher about 12 µM
Target sequence (P35462 whole entry, looked up): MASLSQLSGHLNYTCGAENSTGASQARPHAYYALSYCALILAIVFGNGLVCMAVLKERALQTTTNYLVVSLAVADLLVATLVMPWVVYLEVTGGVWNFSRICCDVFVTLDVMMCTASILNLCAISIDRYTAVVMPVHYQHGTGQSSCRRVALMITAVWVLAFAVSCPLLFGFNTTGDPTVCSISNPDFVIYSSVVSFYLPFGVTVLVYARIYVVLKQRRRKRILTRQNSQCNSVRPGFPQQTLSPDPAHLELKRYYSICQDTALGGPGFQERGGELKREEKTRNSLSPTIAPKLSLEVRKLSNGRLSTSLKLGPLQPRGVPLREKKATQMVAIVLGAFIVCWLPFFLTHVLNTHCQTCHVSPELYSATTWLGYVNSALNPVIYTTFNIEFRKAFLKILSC
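Cells plated overnight at 1500 cells/well, then exposed to library compounds with dopamine controls for 90 minutes at 37 degrees C. DiscoveRx reagent added for 30–60 minutes at room temperature; luminescence read, quantitative HTS format.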
pAkt inh – blocks phosphorylation of Akt. Neuro2A IGF-stimulated pAkt S473 HTRF, 20 min; active compounds read low. activity change, % for hits at 50 µM. hit rate 0.32% among 360,000; in the data active means activity change below about -80%; inconclusive means mostly about -51% to -80%; further: on the % scale 0 is the no-effect control and ±100 the full control effect
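Single-point screen (50 µM final compound) in Neuro2A cells stimulated 20 min with 6 nM IGF at 37 deg C. After lysis, Ser473-phosphorylated Akt read by HTRF (ex 330 nm, em 615/665 nm) as the 665/615 ratio.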
PTHR1 agonist – activates the human parathyroid hormone receptor PTHR1; HEK293 GP2 PTHR1 cells, GloSensor cAMP luminescence, 1 h; hit rate 0.075% among 410,000; AID 743266; Potency, µM (series often up to 115 µM), for inactives: top-dose activation, usual class: activators; Q03431; further: potency means the concentration at half of the fitted maximal effect; nearly all actives have a fitted effect of over 55% in size; some results filed as inactive show a strong effect at the top dose; inactives centre near -15; many of its hits are not listed in these tables
Target sequence (Q03431 whole entry, looked up): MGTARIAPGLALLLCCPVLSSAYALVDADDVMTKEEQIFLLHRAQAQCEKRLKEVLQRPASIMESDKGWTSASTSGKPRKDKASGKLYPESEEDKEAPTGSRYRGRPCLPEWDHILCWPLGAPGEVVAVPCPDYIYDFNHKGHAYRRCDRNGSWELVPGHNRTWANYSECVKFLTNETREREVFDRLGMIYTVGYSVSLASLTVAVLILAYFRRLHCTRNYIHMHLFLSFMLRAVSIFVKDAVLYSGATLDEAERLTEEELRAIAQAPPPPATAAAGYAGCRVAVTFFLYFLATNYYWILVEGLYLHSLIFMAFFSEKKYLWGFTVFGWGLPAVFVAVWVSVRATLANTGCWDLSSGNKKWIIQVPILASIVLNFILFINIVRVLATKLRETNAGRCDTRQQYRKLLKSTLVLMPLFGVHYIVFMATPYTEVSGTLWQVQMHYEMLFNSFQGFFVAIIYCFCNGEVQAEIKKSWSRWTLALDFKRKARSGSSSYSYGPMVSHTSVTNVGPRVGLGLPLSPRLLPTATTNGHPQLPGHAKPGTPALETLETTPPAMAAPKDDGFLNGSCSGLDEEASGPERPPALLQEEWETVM
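HEK-293-derived GP2 cells expressing PTHR1 and a GloSensor cAMP reporter, 3,000/well, plated overnight, given luciferin plus IBMX (each 0.5 mM as added) for 1 h at 37 °C, then compound for 1 h at 37 °C. Luminescence was read after 15 min at room temperature.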
Mm-Cpn inhibitor – blocks the Methanococcus maripaludis chaperonin Mm-Cpn; hit rate 0.031% among 330,000; Potency, µM (titrated, usually from 76.9 µM), inactives show top-dose activity, negative = inhibition, usual class: inhibitors; AID 504842; purified Mm-Cpn ATPase, ADP Transcreener TR-FRET; further: potency means the concentration at half of the fitted maximal effect; on the % scale 0 is the no-effect control and ±100 the full control effect; nearly all actives have a fitted effect of over 80% in size
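Purified archaeal Mm-CPN (25nM final) preincubated 10 min at 37degC with compound, then 10uM ATP for 30 min at 37degC; ADP measured by HTRF Transcreener TR-FRET; buffer 30 mM TRIS pH 7.4, 100mM KCl, 5mM MgCl2, 1mM DTT.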
D3 ag – D3 dopamine receptor (human) agonism | P35462 | D3R DiscoveRx beta-arrestin cells, luminescence, 90 min | max activation, % | hit rate 0.58% among 410,000 | AID 652048; in the data active means max activation above about 30%; further: 0% is about no effect; mostly tested at two doses, the higher about 12 µM
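Cells at 1500/well, incubated overnight, then treated with pinned compounds (dopamine as control) for 90 min at 37 degrees C. DiscoveRx reagent added for 30 - 60 minutes at room temperature; luminescence read.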
An asterisk follows results filed as active; i = inactive; ? = inconclusive; . = not tested or not shown; & = joins results of further samples; [ ] = remark or other dose. Unless noted, the call rests on the fitted dose curve; in most records, active means well fitted curve in the direction sought with a large enough effect; inconclusive means small, poorly fitted or top-dose-only effect, or another doubt; inactive means no such curve, though single readings can be large; an effect the other way counts as inactive or inconclusive.

SMILES	CCT chaperon mod	EPAC2 ag	EPAC2 antagonist	D3 antag	pAkt inh	PTHR1 agonist	Mm-Cpn inhibitor	D3 ag
O=[N+]([O-])c1ccc(N2CCOCC2)cc1NCc1ccccc1	-1.1	18.6%	-5.5%	?	i	-8.0%	1.6%	-10.9
CCOC(=O)C1=C(C)N(C[C@@H]2CC[C@@H](Cc3ccc4cc(OC)ccc4c3)O2)C(=O)NC1c1ccc(OC)cc1 (some centres undefined)	-2.1	3.8%	3.1%	0.0	i	-59.0%[inhibitor]	-0.4%	0.8
CC1(c2ccc3ccccc3c2)NC(=O)N(CC(=O)N2CCN(Cc3ccc(C#N)cc3)CC2)C1=O (centres undefined)	-4.6	11.9%	-8.5%	-1.0	i	-86.1%	2.2%	-2.4
Cn1c(=O)[nH]c(=O)c2c1nc(N1CCCCCC1)n2CCN1CCCCCC1	0.2	-7.3%	8.1%	?	i	i	0.9%	-6.5
CCN(C(=O)c1cc2cc(OC)ccc2oc1=O)c1cccc(C)c1	-2.1	-5.5%	2.5%	-7.5	i	i	-0.4%	0.0
C=CCN1C(=O)c2ccc(C(=O)OCC(=O)N3CCN(c4ccccc4)CC3)cc2C1=O	0.5	5.6%	0.6%	-14.8	i	-24.0%	-0.3%	-30.1
COc1ccc(C)cc1S(=O)(=O)Nc1ccc2c(c1)N(C(C)=O)CCC2	1.1	-2.1%	8.3%	11.2	i	-15.0%	-1.1%	1.7
CCN1C(=O)[C@H]2[C@H]3CN=C(SCC(=O)c4ccccc4)N3[C@@](CC)(C(=O)OC)[C@H]2C1=O	0.6	-4.8%	-9.1%	-13.9	i	i	-0.8%	-16.2
O=C(COC(=O)c1cc(S(=O)(=O)N2CCCCC2)ccc1N1CCOCC1)c1ccc(F)cc1	-0.6	10.7%	-1.3%	2.5	i	-10.6%	-7.0%	-2.6
O=C(Nc1ccccc1C(=O)NC1CCCCC1)c1ccco1	-1.6	-7.7%	2.5%	17.9	i	-11.0%[57.5 µM]	0.0%	-0.5
CCOC(=O)N1CCN(S(=O)(=O)c2ccc3c4c(cccc24)C(=O)N3)CC1	-3.1	0.9%	-0.7%	4.0	i	-26.9%	-1.1%	3.2
N=C1CCCN1c1ccccc1O	1.6	2.7%	0.7%	14.6	i	18.9%	0.5%	13.1
O=C(NCCc1c[nH]c2ccccc12)C(=O)NCC1OCCN1S(=O)(=O)c1cc(F)ccc1F (centres undefined)	-6.7	14.2%	-6.3%	-2.1	i	-54.2%[inhibitor]	-0.1%	1.9
CCOC(=O)N1CCN(c2c(N3CCN(c4cccc(C)c4C)CC3)c(=O)c2=O)CC1	0.1	0.4%	7.2%	-24.5	i	-5.2%	0.1%	-6.9
O=C(NCC(c1ccco1)N1CCc2ccccc2C1)c1ccccc1 (centres undefined)	0.5	-3.7%	8.5%	-53.2*	i	i	0.8%	-34.4
CCCOc1ccc(CSc2nnc(CCC)n2N)cc1	-4.9	6.9%	1.4%	-23.7	i	i	-2.1%	-6.1
O=C(Nc1sc2c(c1CN1CCOCC1)CCC2)c1ccc(F)cc1	0.4	2.5%	5.3%	0.9	i	-12.7%	-3.6%	-1.3
CCC(C)N=Cc1c(Nc2ccccc2)nc2c(C)cccn2c1=O (centres undefined)	-0.5	8.8%	-29.3%	-1.0	i	-24.4%	0.2%	-4.1
Nc1nc(N)c2[nH]c(=S)[nH]c2n1	-0.6	1.3%	6.4%	-5.6	i	-14.4%	.	10.4
Cc1cc(=O)oc2cc(OCCSCCN3CCOCC3)ccc12	-1.1	-3.9%	-3.4%	4.0	i	-14.2%	-1.3%	6.2
COc1ccc(-n2c(-c3ccco3)nc3c(cnn3-c3ccc(C)cc3)c2=O)cc1	-0.6	10.3%	?	12.9	i	-35.0%&-26.0%[inhibitor]	-0.7%	4.6&17.2
Cn1cccc1Cc1nnc(SCC(=O)NCC2CCCO2)n1C (centres undefined)	-0.3	7.1%	5.0%[57.1 µM]	-0.7	i	i	0.3%	0.6
CCOc1ccccc1N1CCN(C(=S)NC(=O)C23CC4CC(CC(C4)C2)C3)CC1	-0.9	3.2%	15.8%	4.7	i	-0.2%	-2.3%	-8.4
CCC1CCCCN1CCCNC(=O)c1ccc2c(c1)c(C)c(C)n2CC (centres undefined)	1.9	-1.1%	4.3%	-5.6	i	i	-0.2%	-17.5&-12.6
O=C(COC(=O)C1CC1)Nc1ccc([N+](=O)[O-])cc1C(F)(F)F	1.1	0.1%	0.9%	0.8	i	-19.5%	0.0%	-15.7

The last 5 compounds of the part before come first, to join the parts.
SMILES	CCT chaperon mod	EPAC2 ag	EPAC2 antagonist	D3 antag	pAkt inh	PTHR1 agonist	Mm-Cpn inhibitor	D3 ag
COc1ccc(-n2c(-c3ccco3)nc3c(cnn3-c3ccc(C)cc3)c2=O)cc1	-0.6	10.3%	?	12.9	i	-35.0%&-26.0%[inhibitor]	-0.7%	4.6&17.2
Cn1cccc1Cc1nnc(SCC(=O)NCC2CCCO2)n1C (centres undefined)	-0.3	7.1%	5.0%[57.1 µM]	-0.7	i	i	0.3%	0.6
CCOc1ccccc1N1CCN(C(=S)NC(=O)C23CC4CC(CC(C4)C2)C3)CC1	-0.9	3.2%	15.8%	4.7	i	-0.2%	-2.3%	-8.4
CCC1CCCCN1CCCNC(=O)c1ccc2c(c1)c(C)c(C)n2CC (centres undefined)	1.9	-1.1%	4.3%	-5.6	i	i	-0.2%	-17.5&-12.6
O=C(COC(=O)C1CC1)Nc1ccc([N+](=O)[O-])cc1C(F)(F)F	1.1	0.1%	0.9%	0.8	i	-19.5%	0.0%	-15.7
Cn1c(-c2ccc(F)cc2)cnc1NCc1cccc([N+](=O)[O-])c1	1.4	7.0%	-0.1%	-13.4	i	-52.5%[inhibitor]	-5.0%	-22.1
CCN(CC)c1ccc(NC(=O)c2ccco2)c(C)c1	-4.4	11.8%	-0.2%	-18.5	i	-29.7%	-5.4%	-23.4
CC(C)c1ccc(N(CC(=O)NCC2CCCO2)C(=O)Cn2nnc(-c3cccs3)n2)cc1 (centres undefined)	1.0	3.0%	-4.5%	5.2	i	-36.6%[inhibitor]	0.9%	-1.4
Cc1cccc(Cc2cnc(NC(=O)c3ccc(C)o3)s2)c1	2.0	8.9%	3.9%	12.1	i	-22.8%	-1.5%	5.9
O=C(CCCn1cnc([N+](=O)[O-])n1)Nc1cccc2ccccc12	-1.0	-1.6%	0.1%	?	i	i	-1.4%	-36.3
O=C1NC2(CCCCCC2)C(=O)N1Cc1c(F)cccc1Cl	-1.3	-2.6%	6.7%	-26.6	i	-7.2%	0.0%	15.2
CCNS(=O)(=O)c1ccc(CCC(=O)O)cc1	3.0	-1.9%	4.7%	-14.5	i	i	0.4%	-12.5
CCN1CCN(c2ccc(S(=O)(=O)N3CCOCC3)cc2NC(=O)/C=C/c2ccc(OC)c(OC)c2)CC1	-0.9	8.3%	-8.2%	-6.7	i	-19.4%	-0.3%	-1.0
COc1ccc(NC(=O)C(=O)N/N=C(\C)CC(=O)Nc2cc(C)ccn2)c(OC)c1	-2.7	-0.6%	4.7%	8.9	i	i	0.8%	1.8
O=C(NCc1ccco1)c1cc2cc3ccc(Cl)cc3nc2o1	-1.3	5.4%	-1.5%	?	i	i	-1.8%	-1.0
COc1ccc(NC(=O)COC(=O)Cc2coc3cc(OC)ccc23)c(OC)c1	-5.6	3.3%	-7.9%	-2.3	i	-3.7%	-2.8%	2.1
N=C1/C(=C/c2cccn2CCOc2ccccc2)C(=O)N=C2SC=C(c3ccccc3)N12	-1.8	11.7%	0.3%	-17.8	i	-2.1%	-19.0%	-14.8
COc1ccc(NC(=O)CN(C)C(C)C(=O)N2CCCCC2)cc1 (centres undefined)	1.3	-11.3%	8.3%	-23.0	i	-14.9%[57.5 µM]	2.5%	11.2
CCCCCCN1CCN(C2CN(CCCC)S(=O)(=O)C2)CC1 (centres undefined)	0.1	4.4%	12.2%	0.7	i	-20.3%	.	-7.6
Cn1cnnc1SCC(=O)Nc1ccc(S(=O)(=O)N2CCOCC2)cc1	-3.8	-0.1%	3.9%	1.3	i	-12.3%	1.3%	1.5
C[C@@H]1CN([C@H](C)CO)C(=O)CCCn2nncc2CO[C@@H]1CN(C)C(=O)Nc1ccnc(N2CCOCC2)c1	-0.1	0.1%	2.8%	7.5	i	i	.	0.6
COc1ccccc1NC1=C(NC(C)=O)C(=O)c2ccccc2C1=O	-12.4	4.2%	-1.6%	-23.0	i	-8.7%	-23.1%	-12.0
COc1cccc(NC(=O)C(=O)NCCCn2ccnc2)c1	0.6	0.7%	1.9%	0.2	i	i	1.1%	-1.7
O=C(NCc1ccccc1OC(F)(F)F)C1CCC(=O)N(Cc2ccccn2)C1 (centres undefined)	-2.9	-11.0%	-3.8%	6.7	i	-1.7%	0.8%	3.1
O=C(CCc1nc(-c2ccccc2F)no1)NCCc1ccccc1Cl	-1.3	-22.4%	3.4%	11.0	i	-16.3%[57.5 µM]	-0.7%	0.6
COc1cc2c(cc1NC(=O)c1ccc3c(c1)OCO3)oc1ccccc12	-4.5	10.8%	-4.2%	9.3	i	i	-1.1%	12.1
COc1ccccc1NC(=O)CSc1nnnn1C	3.0	6.6%	16.0%	-20.7	i	?	0.0%	-9.2
Cc1c(C(=O)NC2CCCCC2C)oc2ccccc12 (centres undefined)	-2.0	-2.4%	2.6%	14.8	i	-8.5%	3.6%	6.0
COc1ccc(-c2nc(C#N)c(NCCCn3ccnc3)o2)cc1OC	0.7	1.6%	-2.2%	8.8	i	-3.5%[57.5 µM]	-6.9%	0.0
CCCS(=O)(=O)N1CCCC(C(=O)N2CCN(c3ccccc3)CC2)C1 (centres undefined)	-10.1	1.9%	1.7%	-20.2	i	-20.1%[57.5 µM]	0.5%	3.9
OC1(c2cccc(C(F)(F)F)c2)CCN(Cc2nc(-c3cnccn3)no2)CC1	-0.2	3.2%	7.6%	2.6	i	i	0.7%	-5.7
O=C(NC1CCCCC1)C(c1ccccc1)N(C(=O)c1cccs1)c1ccc2c(c1)OCO2 (centres undefined)	3.6	4.3%	14.6%	-26.1	i	-2.2%[57.5 µM]	?	-5.1

This is a subset. The share of hits here may be higher or lower than overall.
